Screening data (PubChem BioAssay)
LYPLA1 inh: LYPLA1 inhibitors, primary screen, counter-screen for PME1 inhibitor project, biochemical, fluorescence polarization, FP-Rh probe ABPP; Acyl-protein thioesterase 1 (Homo sapiens), O75608; recombinant LYPLA1; inhibition, % at 5.9 µM; 320,000 compounds, 0.16% hits; AID 2174, 2009;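 active means inhibition above the mean of all tested compounds plus 3 SD, set per campaign, cut at about 14% in these data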;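 further: inhibitors block serine hydrolase probe labeling of LYPLA1 so polarization falls; 0% = enzyme with DMSO and 100% = wells lacking LYPLA1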
Target sequence (O75608 whole entry, looked up): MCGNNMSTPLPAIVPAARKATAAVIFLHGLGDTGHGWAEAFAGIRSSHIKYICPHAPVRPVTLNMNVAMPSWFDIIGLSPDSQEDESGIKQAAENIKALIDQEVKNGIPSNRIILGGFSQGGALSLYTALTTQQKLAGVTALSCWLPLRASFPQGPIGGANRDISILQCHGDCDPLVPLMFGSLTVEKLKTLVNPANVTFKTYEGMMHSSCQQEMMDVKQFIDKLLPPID
EBNA-1 inh: EBNA-1 DNA-binding inhibitors, primary screen, biochemical, fluorescence polarization | inhibition, % at 14.8 µM | 300,000 compounds, 0.34% hits | AID 1950, 2009; in the data active means inhibition above about 28%
PAFAH2 inh: PAFAH2 enzyme inhibitors, primary screen, biochemical, fluorescence polarization, human. 340,000 compounds, 0.99% hits. recombinant PAFAH2, FP-rhodamine activity probe. inhibition, % at 3.39 µM. Platelet-activating factor acetylhydrolase 2, cytoplasmic (Homo sapiens), Q99487;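 active means inhibition above the mean over all tested compounds plus 3 SD, cut at about 30% in these data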;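 further: inhibitors block probe labeling of enzyme so polarization drops; 0% = enzyme with DMSO and 100% = wells lacking PAFAH2 protein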
ZTA counter: counter-screen for EBNA-1 inhibitors: inhibitors of Epstein-Barr virus ZTA; P03206; ZTA-DNA binding, fluorescence polarization; inhibition, % at 11 µM; 320,000 compounds, 0.15% hits; in the data active means inhibition above about 33%
Target sequence (P03206 whole entry, looked up): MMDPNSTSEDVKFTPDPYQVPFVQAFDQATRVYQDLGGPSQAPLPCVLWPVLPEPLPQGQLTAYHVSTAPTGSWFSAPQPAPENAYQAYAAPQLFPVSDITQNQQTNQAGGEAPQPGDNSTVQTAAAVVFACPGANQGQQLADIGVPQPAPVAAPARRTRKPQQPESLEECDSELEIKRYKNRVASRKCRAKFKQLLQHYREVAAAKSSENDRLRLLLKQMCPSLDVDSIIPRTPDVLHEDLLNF
PREPL inhibitor: PREPL enzyme inhibitors, primary screen, biochemical, fluorescence polarization; Prolyl endopeptidase-like (Homo sapiens), Q4J6C6; recombinant PREPL, fluorescence polarization activity-based probe; inhibition, % at 5.96 µM; 320,000 compounds, 0.68% hits; AID 2751, 2010; in the data active means inhibition above about 43%;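 further: 0% = enzyme with DMSO and 100% = wells lacking enzyme; many of its hits are not listed in these tables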
LYPLA2 counter: LYPLA2 inhibitors, primary screen, counter-screen for PME1 inhibitor project, biochemical, fluorescence polarization, FP-Rh probe ABPP | Acyl-protein thioesterase 2 (Homo sapiens), O95372 | recombinant LYPLA2 | inhibition, % at 5.9 µM | 320,000 compounds, 0.38% hits;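 active means inhibition above the screen-wide mean plus 3 SD, limit set per campaign, cut at about 26% in these data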;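 further: 0% = LYPLA2 with DMSO and 100% = wells lacking LYPLA2 enzyme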
Target sequence (O95372 whole entry, looked up): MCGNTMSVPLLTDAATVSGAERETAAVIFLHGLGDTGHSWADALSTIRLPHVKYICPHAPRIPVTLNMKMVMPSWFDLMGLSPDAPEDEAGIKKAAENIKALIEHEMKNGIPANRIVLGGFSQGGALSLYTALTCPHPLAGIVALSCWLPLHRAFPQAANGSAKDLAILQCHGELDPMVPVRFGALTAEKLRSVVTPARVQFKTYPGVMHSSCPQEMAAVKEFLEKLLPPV
GSTO1 inh: inhibitors of recombinant GSTO1, primary screen, counter-screen for RBBP9 inhibitor project, biochemical, fluorescence polarization; activity-based probe fluorescence polarization; inhibition, % at 5.96 µM; 300,000 compounds, 1.1% hits; AID 1974, 2009;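 active means inhibition above the campaign mean inhibition plus 3 SD, cut at about 35% in these data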;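 further: 0% = GSTO1-1 with DMSO and 100% = wells lacking GSTO1-1 enzyme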
Target sequence (P78417 whole entry, looked up): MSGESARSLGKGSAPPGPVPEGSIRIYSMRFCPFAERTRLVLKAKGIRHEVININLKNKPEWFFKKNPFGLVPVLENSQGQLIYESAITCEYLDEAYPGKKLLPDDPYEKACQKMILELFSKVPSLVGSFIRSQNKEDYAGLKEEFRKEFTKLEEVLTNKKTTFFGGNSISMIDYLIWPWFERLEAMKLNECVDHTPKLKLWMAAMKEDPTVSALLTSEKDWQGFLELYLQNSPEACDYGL
PAFAH1B3 inh: PAFAH1B3 enzyme inhibitors, primary screen, biochemical, fluorescence polarization, human | Platelet-activating factor acetylhydrolase IB subunit alpha1 (Homo sapiens), Q15102 | recombinant PAFAH1B3, FP-rhodamine probe | inhibition, % at 3.39 µM | 340,000 compounds, 0.28% hits | AID 492972, 2010;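 active means inhibition above the screen-wide average of all tested compounds plus 3 SD, cut at about 25% in these data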;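 further: 0% = enzyme with DMSO only and 100% = wells lacking PAFAH1B3 protein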
PAD4 FP inh: human PAD4 inhibitors, primary screen, biochemical, fluorescence polarization, 1536-well format; recombinant PAD4, RCA probe fluorescence polarization; 330,000 compounds, 0.41% hits; inhibition, % at 6.36 µM;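 active means percent inhibition above a cutoff equal to the mean of all tested compounds plus 3 SD, cut at about 15% in these data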;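 further: 0% = PAD4 with RCA probe and DMSO and 100% = probe without PAD4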
* marks the source's active call; other numbers are inactive results; . = no result given. These rows are one share of the data (hit frequency here may not be typical).

SMILES	LYPLA1 inh	EBNA-1 inh	PAFAH2 inh	ZTA counter	PREPL inhibitor	LYPLA2 counter	GSTO1 inh	PAFAH1B3 inh	PAD4 FP inh
O=C(Nn1cnnc1)c1ccncc1	-3	5	3	-7	12	0	5	5	-2
Cc1ccc(S(=O)(=O)Nc2ccc3c(c2)n(C)c(=O)n3C)c(C)c1	-8	0	8	-8	-5	-10	3	3	-3
CCN1CCN(Cc2cccc(Oc3ccccc3)c2)CC1	-1	2	-6	-2	-6	-1	-3	-1	-4
CC(C)(C)NCC1(CO)SC(N)=NC1=O (stereo unspecified)	4	4	0	17	-2	6	1	10	0
COc1ccccc1OCc1ccc(C(=O)N2CCCCC2)o1	-7	-15	0	15	3	-9	10	2	-8
COc1cccc(CN2C(=O)CCC2(C)C(=O)NCCc2ccc(OC)c(OC)c2)c1 (stereo unspecified)	1	-9	1	-4	5	4	7	5	4
CCc1ccc(C2=NN(CCC(=O)NCC3CCCO3)C(=O)CC2)cc1 (stereo unspecified)	3	10	6	-1	5	3	-5	3	-4
O/N=C/c1cc(Br)cs1	2	3	0	-1	-3	3	2	1	1
Cc1sc(NC(=O)Cc2ccc3c(c2)OCO3)nc1-c1ccc2c(c1)CCN2C(=O)c1cccc(F)c1	-1	16	-10	-1	14	-6	-8	-1	2
Cc1ccnc2nc(C(=O)Nc3ccc4c(c3)OCO4)nn12	1	-4	-2	-4	8	0	7	3	-5
CC1CCc2nc(NC(=O)CN3CCOCC3)sc2C1 (stereo unspecified)	-1	0	-4	-1	-12	-4	0	8	-2
CC(=O)n1cc(-c2ccncc2)c2ccccc21	-1	0	4	10	-10	2	1	3	-1
CNc1cc(CSC)nc(SCc2ccc(Cl)c(Cl)c2)n1	-10	2	6	-13	1	-8	-2	5	-4
COCCCNC(=S)NNC(=S)Nc1cccc(Cl)c1	1	5	.	1	5	2	31	.	-2
O=C(Nn1cnnc1)c1cc(Br)ccc1Cl	-2	-1	2	8	-4	1	3	9	3
N#Cc1ccc(CNC(=O)N2CCOCC2)cc1	5	-3	5	14	2	10	-6	12	3
O=C(CCCOC(=O)c1ccc(O)cc1O)c1ccc(F)cc1	-1	5	1	2	-11	12	-6	13	2
CN(C)c1ccc(/C=N/NC(=O)c2ccc3c(c2)OCCO3)cc1	3	1	0	-10	5	4	4	3	0
C=CCNS(=O)(=O)c1ccc(N2C(=O)c3ccccc3C2=O)cc1	4	-8	-6	11	1	6	-1	4	-5
Cc1cccc(N2CCN(C(=O)C3CCCCC3)CC2)c1C	0	0	-3	-4	11	4	4	0	3
COCCNC(=O)C(NC(=O)C1CCCCC1)C12CC3CC(CC(C3)C1)C2 (stereo unspecified)	-5	1	-2	7	0	-6	4	8	-2
CC(C)N(Cc1nccn1C)C(=O)CC1C(=O)NCCN1Cc1ccc(F)cc1 (stereo unspecified)	2	8	3	0	16	13	3	4	0
CC(C)NCC(O)COc1c(F)cc(Br)cc1F (stereo unspecified)	-2	-5	9	6	11	-1	-2	3	-3
CCCCC(=O)N(c1ccc(OC)cc1)C1C=CS(=O)(=O)C1 (stereo unspecified)	0	-3	3	-2	10	2	1	9	1
Cn1cc(C(=O)N/N=C/C=C/c2ccccc2)ccc1=O	-3	8	-2	2	6	-3	-6	-3	2
COc1ccc(CCNC(=O)c2nonc2N)cc1	0	10	8	-6	7	2	7	6	1
O=C(/C=C/c1ccccc1[N+](=O)[O-])NCCc1ccc(F)cc1	-1	7	-1	-7	26	11	5	8	6
CC(C)N1C(=O)N(c2ccc(Cl)cc2)C(C)(O)CC1(C)C (stereo unspecified)	0	0	-5	-11	3	-3	1	2	0
O=C1OC(Cc2ccccn2)C(O)=C1C1=NCCCCN1 (stereo unspecified)	4	8	-4	11	2	1	-3	1	1
CN1C(=O)N(CN2CCCCC2)C2C1N(C)C(=O)N2CN1CCCCC1 (stereo unspecified)	0	1	7	0	8	3	7	1	-3
Cc1c(-c2ccccc2)c(=O)oc2ccc(O)cc12	0	-7	-3	-13	0	5	5	5	3
Cc1onc(-c2ccccc2)c1C(=O)O/N=C(\N)c1ccc([N+](=O)[O-])o1	0	1	0	-21	18	2	16	3	-2
COc1cc(C2Nc3ccccc3C(=O)N2c2ccc(Cl)cc2)c(Cl)cc1OCC(=O)O (stereo unspecified)	-6	6	4	-17	2	3	0	3	5
CN(C)c1ccccc1C(=O)N1CCC(n2nccc2NC(=O)C2CC2)CC1	5	6	4	-10	11	6	0	7	0
CCOC(=O)C1(Cc2ccc(Cl)cc2)CCN(C(=O)c2sc(C)nc2C)CC1	2	-4	-5	-8	26	0	0	-2	1
C=CCN(c1ccccc1C(=O)O)S(=O)(=O)c1ccc(C)cc1	-2	-6	4	11	8	-12	12	5	-12
Cc1ccc(S(=O)(=O)N2CCC(O)(c3cccnc3)CC2)cc1	2	2	4	13	6	6	-3	5	1
CCOC(=O)C1CN(S(=O)(=O)c2ccc(OC)cc2)c2cc(Cl)ccc2O1 (stereo unspecified)	-5	9	4	-4	2	4	2	2	-1
N#CC1=C(N)Oc2c(oc(CO)cc2=O)C1c1ccsc1 (stereo unspecified)	1	-3	16	10	-3	-1	10	10	-2
O=S(=O)(c1ccc2oc3ccccc3c2c1)N1CCOCC1	0	0	3	-7	-36	4	1	4	-2
CCN1C(=O)/C(=C2/C=CC=CN2C)OC1=S	3	20	-8	8	2	2	-3	6	-3
COc1cccc(NC(=O)CCN2C(=O)C3CC=CCC3C2=O)c1 (stereo unspecified)	1	14	4	6	7	4	4	-6	1
COc1ccc(-n2c(=O)c3c4c(sc3n(CC(=O)Nc3cc(C)[nH]n3)c2=O)CCCC4)c(OC)c1	-4	-16	-9	-2	14	-4	-20	-1	-4
Cc1cc(C)n2nc(C(=O)OCC(=O)NC3CCCCC3)nc2n1	-1	3	1	2	1	-2	7	0	-2
O=C(c1cccc(C(=O)N2CCN(Cc3ccccc3)CC2)c1)N1CCN(Cc2ccccc2)CC1	3	-2	8	-22	14	3	2	8	-1
Cc1ccc(NC(=O)COC(=O)CNC(=O)c2ccc(C)s2)cc1	-2	-6	6	14	10	-11	11	4	-2
O=C(CSc1nc2ccccc2c(=O)n1-c1cccc(C(F)(F)F)c1)NC1CC1	-2	-7	-2	1	4	2	3	9	-2
O=[N+]([O-])c1ccc(N2CCN(Cc3ccncc3)CC2)cc1	-1	1	0	-6	14	0	3	-1	-1
CC(C)(C)C(=O)Cn1ncc(N2CCOCC2)c(Cl)c1=O	-1	-16	2	-10	8	-3	1	9	-5
COc1ccc(-c2cc(CS(=O)(=O)c3ccccc3)on2)cc1	0	0	5	10	-23	-9	9	10	0
CC(=O)N1CCN(C(=O)CCNS(=O)(=O)c2ccc(Br)cc2)CC1	-4	.	3	6	12	1	.	3	4
CC1(C)Cc2c(sc(NC(=O)COc3ccc(Cl)cc3)c2C(N)=O)C(C)(C)N1	-2	-2	-1	-16	4	-5	-6	-2	-8
COc1ccc([N+](=O)[O-])cc1N(CC(=O)N1CCCCC1)S(C)(=O)=O	2	-9	-7	7	1	2	0	6	-7
Cn1cnnc1SCC(=O)Nc1ccc(S(=O)(=O)N2CCCC2)cc1	2	7	2	3	9	4	-1	17	0
COc1ccc(-c2nc(CN3CCN(c4ccccc4OC)CC3)c(C)o2)cc1	-1	-2	-7	-11	19	7	7	-2	0
COC(=O)c1cn(NC(=O)c2ccc([N+](=O)[O-])c(C)c2)c(=O)c2ccccc12	0	5	-7	-10	4	6	5	11	-1
CC(=O)c1c(C)[nH]c(C(=O)NCCc2ccc(Cl)cc2)c1C	-29	1	-6	-3	30	11	-6	-2	0
CCNC(=S)N(CCc1ccc(OC)c(OC)c1)Cc1cc2cc(OC)ccc2[nH]c1=O	-3	2	2	11	6	9	6	7	-4
O=C(N/N=C/C=C/c1ccccc1)C1CC1(c1ccccc1)c1ccccc1 (stereo unspecified)	-5	-4	-7	-10	12	1	2	3	-4
COc1ccc(C(=O)Nc2nc3cc4c(cc3s2)OCCO4)c(OC)c1	-3	-5	1	14	-13	-5	-8	-1	-2
Later entries.
SMILES	LYPLA1 inh	EBNA-1 inh	PAFAH2 inh	ZTA counter	PREPL inhibitor	LYPLA2 counter	GSTO1 inh	PAFAH1B3 inh	PAD4 FP inh
O=C(NCCCO)c1nc2ccccc2s1	2	0	1	2	0	-1	-1	12	-3
N#C/C(=C/c1ccc(N2CCOCC2)c([N+](=O)[O-])c1)C(N)=O	-3	-4	-1	4	7	5	2	-1	-3
CC(C)N(CCn1c(=S)[nH]c2ccccc2c1=O)C(C)C	0	-17	-7	-11	-16	-1	-6	3	-2
Cc1ccc(-n2[nH]c(C)c(C=Nc3ccc(S(=O)(=O)Nc4nccs4)cc3)c2=O)cc1	-6	11	.	-1	-1	3	13	.	-3
CCn1nc(C)c(CNC(=O)C2CCC(=O)N(CCc3ccc(Cl)cc3)C2)c1C (stereo unspecified)	0	-17	5	-5	19	-3	4	0	-2
O=C(NCCc1ccc(F)cc1)C1CCCO1 (stereo unspecified)	-3	-7	2	-1	-2	1	1	0	1
COc1ccc(C)cc1NC(=O)CSc1nnc(CC(=O)Nc2ccccc2C)n1C	-2	-2	-4	5	8	1	0	-2	-3
CCOC(=O)c1c(-c2ccccc2)csc1NC(=O)c1cc2ccccc2oc1=O	2	0	-4	5	-10	0	3	5	-1
Cc1cccc(NC(=O)[C@H](Cc2ccccc2)NC(=O)[C@@H]2Cc3ccccc3CN2)c1	1	-6	7	1	-4	2	-2	11	-2
CC(C)N(Cc1ccccc1)C(=S)NC1CCCCC1	7	-2	-1	-5	6	5	-3	4	-1
O=C(Cc1ccccc1)Nc1nc2ccccc2s1	-7	3	0	9	-8	-5	1	5	-2
O=C(CN1CCC(C(=O)c2ccc(F)cc2)CC1)NCc1ccccc1F	-1	11	-9	6	16	7	6	4	-2
NC(=O)C1CCN(c2oc(/C=C/c3ccc(F)cc3)nc2S(=O)(=O)c2ccccc2)CC1	0	-2	11	-6	-7	5	1	1	-3
O=C1C2CC=CCC2C(=O)N1c1ncn[nH]1 (stereo unspecified)	0	1	-3	5	2	-4	-3	-2	-5
Cc1ccc(-c2cc([C@H]3[C@@H]4C=CCC[C@@]4(C)C(=O)N3Cc3ccccc3)ccc2F)cc1	0	-6	1	0	17	1	-2	-6	-4
CCc1cccc(N(C(=O)c2csnn2)C(C(=O)NC(C)(C)C)c2ccccn2)c1 (stereo unspecified)	2	-5	2	-17	-6	-2	5	-3	-3
CCOC(=O)/C(=N/Nc1ccc(OC)cc1)N1CCCc2ccccc21	-4	6	2	10	17	-4	8	15	-5

In a second layout: 2 of the compounds above.
O=C1C2CC=CCC2C(=O)N1c1ncn[nH]1 (stereo unspecified)
  LYPLA1 inh: 0
  EBNA-1 inh: 1
  PAFAH2 inh: -3
  ZTA counter: 5
  PREPL inhibitor: 2
  LYPLA2 counter: -4
  GSTO1 inh: -3
  PAFAH1B3 inh: -2
  PAD4 FP inh: -5
Cc1ccc(-c2cc([C@H]3[C@@H]4C=CCC[C@@]4(C)C(=O)N3Cc3ccccc3)ccc2F)cc1
  LYPLA1 inh: 0
  EBNA-1 inh: -6
  PAFAH2 inh: 1
  ZTA counter: 0
  PREPL inhibitor: 17
  LYPLA2 counter: 1
  GSTO1 inh: -2
  PAFAH1B3 inh: -6
  PAD4 FP inh: -4
